Screening results deposited in PubChem by Broad Institute.
TcdB GH inh – TcdB glycohydrolase inhibition; P18177; TcdB glycohydrolase enzymatic assay, plate reader; inhibition, % at 9.99 µM; hit rate 0.24% among 350,000; in the data active means inhibition above about 10%
Target sequence (P18177 whole entry, looked up): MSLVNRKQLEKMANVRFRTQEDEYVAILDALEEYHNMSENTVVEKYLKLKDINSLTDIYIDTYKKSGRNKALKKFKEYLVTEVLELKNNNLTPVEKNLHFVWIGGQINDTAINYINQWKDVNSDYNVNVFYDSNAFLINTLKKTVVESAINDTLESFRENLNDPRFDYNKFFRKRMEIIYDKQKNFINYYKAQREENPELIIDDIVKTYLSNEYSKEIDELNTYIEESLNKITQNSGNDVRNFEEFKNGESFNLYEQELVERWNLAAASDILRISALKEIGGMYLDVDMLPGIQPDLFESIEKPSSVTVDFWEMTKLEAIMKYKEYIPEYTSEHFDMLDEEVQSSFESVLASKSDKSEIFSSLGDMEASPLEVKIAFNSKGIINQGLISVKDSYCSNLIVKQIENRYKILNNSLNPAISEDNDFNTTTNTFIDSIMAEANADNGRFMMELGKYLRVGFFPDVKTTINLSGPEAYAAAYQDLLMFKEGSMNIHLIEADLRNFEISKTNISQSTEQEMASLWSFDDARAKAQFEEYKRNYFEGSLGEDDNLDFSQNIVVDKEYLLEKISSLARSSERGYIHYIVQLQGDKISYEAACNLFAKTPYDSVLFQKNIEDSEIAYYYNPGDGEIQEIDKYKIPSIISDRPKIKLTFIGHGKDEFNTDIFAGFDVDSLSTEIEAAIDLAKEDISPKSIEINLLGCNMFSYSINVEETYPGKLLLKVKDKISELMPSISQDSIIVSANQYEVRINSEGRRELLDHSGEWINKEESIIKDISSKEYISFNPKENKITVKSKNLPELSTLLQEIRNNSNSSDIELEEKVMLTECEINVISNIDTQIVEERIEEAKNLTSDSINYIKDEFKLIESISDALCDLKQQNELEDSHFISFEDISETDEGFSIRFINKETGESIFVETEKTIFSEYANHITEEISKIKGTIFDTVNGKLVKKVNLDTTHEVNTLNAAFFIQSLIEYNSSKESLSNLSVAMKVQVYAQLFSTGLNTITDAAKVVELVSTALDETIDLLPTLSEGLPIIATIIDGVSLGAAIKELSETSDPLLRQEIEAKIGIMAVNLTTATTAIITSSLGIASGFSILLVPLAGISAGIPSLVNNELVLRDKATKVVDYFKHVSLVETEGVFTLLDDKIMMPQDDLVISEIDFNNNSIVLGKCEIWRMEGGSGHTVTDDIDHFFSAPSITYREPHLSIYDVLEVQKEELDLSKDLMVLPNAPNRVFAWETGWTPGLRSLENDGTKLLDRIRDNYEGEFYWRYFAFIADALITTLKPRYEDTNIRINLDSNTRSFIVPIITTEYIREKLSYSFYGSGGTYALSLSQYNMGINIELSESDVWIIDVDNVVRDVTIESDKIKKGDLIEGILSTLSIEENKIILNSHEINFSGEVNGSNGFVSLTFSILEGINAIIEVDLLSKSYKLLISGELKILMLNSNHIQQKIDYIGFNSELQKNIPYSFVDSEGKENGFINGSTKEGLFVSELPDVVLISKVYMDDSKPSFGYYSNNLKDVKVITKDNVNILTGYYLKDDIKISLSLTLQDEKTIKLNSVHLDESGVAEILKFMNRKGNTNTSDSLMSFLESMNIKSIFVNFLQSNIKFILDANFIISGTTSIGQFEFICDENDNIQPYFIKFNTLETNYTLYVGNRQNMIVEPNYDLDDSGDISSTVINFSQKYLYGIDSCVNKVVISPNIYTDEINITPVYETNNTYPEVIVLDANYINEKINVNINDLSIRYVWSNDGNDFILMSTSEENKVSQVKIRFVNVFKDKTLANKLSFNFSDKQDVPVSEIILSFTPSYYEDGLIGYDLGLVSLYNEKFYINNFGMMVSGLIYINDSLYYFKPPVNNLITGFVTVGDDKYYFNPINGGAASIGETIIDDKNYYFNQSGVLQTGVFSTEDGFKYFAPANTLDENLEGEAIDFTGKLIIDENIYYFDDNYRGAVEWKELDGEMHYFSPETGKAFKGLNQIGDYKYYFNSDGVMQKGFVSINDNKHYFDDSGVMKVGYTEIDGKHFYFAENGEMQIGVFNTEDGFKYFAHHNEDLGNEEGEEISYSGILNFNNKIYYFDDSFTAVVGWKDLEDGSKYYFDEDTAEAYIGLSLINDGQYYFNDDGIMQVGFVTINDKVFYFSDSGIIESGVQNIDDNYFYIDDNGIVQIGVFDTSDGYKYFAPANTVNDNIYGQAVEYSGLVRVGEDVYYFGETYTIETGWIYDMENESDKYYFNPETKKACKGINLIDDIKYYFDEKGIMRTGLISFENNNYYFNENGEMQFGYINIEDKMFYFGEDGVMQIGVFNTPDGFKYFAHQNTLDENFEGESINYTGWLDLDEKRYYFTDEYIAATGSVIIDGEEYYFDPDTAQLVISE
The depositor's hits bear a star. An excerpt; the hit share may differ from the screen's.

Sample of the layout:
# | Compound | TcdB GH inh
1 | CCCN(C)C[C@@H]1Oc2cc(Br)ccc2S(=O)(=O)N([C@@H](C)CO)C[C@@H]1C | -2.2
2 | COC(=O)C(CC#Cc1ccc2c(c1)[C@]1(C(=O)N2)[C@H](c2ccc(OCCO)cc2)N2[C@H](c3ccccc3)[C@H](c3ccccc3)OC(=O)[C@H]2[C@@H]1C(=O)N1CCCCCCC1)C(=O)OC | -3.1
3 | CO[C@H]1CN(C)C(=O)c2cc(NC(=O)C3CCCC3)ccc2OC[C@@H](C)N(CCC(F)(F)F)C[C@@H]1C | 1.3
4 | Cc1ccc(S(=O)(=O)N(C)C[C@@H]2Oc3c(NC(=O)Nc4c(C)noc4C)cccc3C(=O)N([C@H](C)CO)C[C@H]2C)cc1 | 0.6

All compounds of this part (from the top)
# | Compound | TcdB GH inh
1 | CCCN(C)C[C@@H]1Oc2cc(Br)ccc2S(=O)(=O)N([C@@H](C)CO)C[C@@H]1C | -2.2
2 | COC(=O)C(CC#Cc1ccc2c(c1)[C@]1(C(=O)N2)[C@H](c2ccc(OCCO)cc2)N2[C@H](c3ccccc3)[C@H](c3ccccc3)OC(=O)[C@H]2[C@@H]1C(=O)N1CCCCCCC1)C(=O)OC | -3.1
3 | CO[C@H]1CN(C)C(=O)c2cc(NC(=O)C3CCCC3)ccc2OC[C@@H](C)N(CCC(F)(F)F)C[C@@H]1C | 1.3
4 | Cc1ccc(S(=O)(=O)N(C)C[C@@H]2Oc3c(NC(=O)Nc4c(C)noc4C)cccc3C(=O)N([C@H](C)CO)C[C@H]2C)cc1 | 0.6
5 | C[C@H]1CN([C@@H](C)CO)C(=O)c2cccc(NS(=O)(=O)c3cccs3)c2O[C@H]1CN(C)Cc1ccc(C(=O)Nc2ccccc2N)cc1 | -0.8
6 | CC(=O)NC[C@@H]1[C@H](c2ccc(-c3ccccc3)cc2)[C@H](CO)N1C(=O)C1CC1 | -0.8
7 | CC(=O)N1[C@H](C(=O)Nc2ccccc2)[C@@H](CO)[C@@H]2Cn3c(ccc(C4=CCCC4)c3=O)[C@@H]21 | -2.1
8 | C/C=C/c1ccc2c(c1)O[C@@H](CN(C)C(=O)Cc1ccccn1)[C@H](C)CN([C@@H](C)CO)S2(=O)=O | -1.3
9 | C[C@@H](O)C#Cc1ccc2c(c1)O[C@@H](CN(C)CC1CCOCC1)[C@@H](C)CN([C@@H](C)CO)S2(=O)=O | -0.1
10 | COc1ccccc1CNC(=O)C[C@H]1CC[C@H]2[C@@H](COc3ccc(NS(=O)(=O)c4ccc(C)cc4)cc3C(=O)N2C)O1 | -0.8
11 | COc1ccccc1-c1cnc2c(c1)C(=O)N([C@H](C)CO)C[C@H](C)[C@H](CN(C)C)O2 | 0.9
12 | COc1ccc(S(=O)(=O)N(C)C[C@H]2Oc3cc(C#CC4CCCC4)ccc3S(=O)(=O)N([C@H](C)CO)C[C@H]2C)cc1 | 0.6

Retrieved one by one from the list above:
# | Compound | TcdB GH inh
6 | CC(=O)NC[C@@H]1[C@H](c2ccc(-c3ccccc3)cc2)[C@H](CO)N1C(=O)C1CC1 | -0.8
4 | Cc1ccc(S(=O)(=O)N(C)C[C@@H]2Oc3c(NC(=O)Nc4c(C)noc4C)cccc3C(=O)N([C@H](C)CO)C[C@H]2C)cc1 | 0.6
1 | CCCN(C)C[C@@H]1Oc2cc(Br)ccc2S(=O)(=O)N([C@@H](C)CO)C[C@@H]1C | -2.2

(next part)
# | Compound | TcdB GH inh
13 | COc1ccc(S(=O)(=O)N(C)C[C@@H]2OCCCC[C@H](C)Oc3ccc(NC(=O)NC(C)C)cc3C(=O)N([C@H](C)CO)C[C@@H]2C)cc1 | 1.4
14 | O=C(NC1CCCCC1)N[C@@H]1CC[C@H](CCNS(=O)(=O)c2ccc(F)cc2)O[C@H]1CO | -1.2
15 | C[C@H](CO)N1C[C@H](C)[C@@H](CN(C)C(=O)Oc2cccc3ccccc23)OCc2cnnn2CCCC1=O | -0.5
16 | COc1ccc(S(=O)(=O)Nc2ccc3c(c2)C(=O)N([C@@H](C)CO)C[C@H](C)[C@H](CN(C)S(=O)(=O)c2ccc(F)cc2)OCCCC[C@H](C)O3)cc1 | 0.2
17 | Cc1cc(C(=O)Nc2cccc3c2O[C@@H](CN(C)S(=O)(=O)c2c(C)noc2C)[C@@H](C)CN([C@H](C)CO)C3=O)n(C)n1 | 0.0
18 | CCC(=O)Nc1ccc2c(c1)C(=O)N(C)C[C@@H](OC)[C@@H](C)CN(C(=O)Cc1ccccn1)[C@H](C)CO2 | 1.1
19 | Cc1noc(C)c1NC(=O)Nc1ccc2c(c1)C(=O)N([C@@H](C)CO)C[C@@H](C)[C@H](CN(C)Cc1ccncc1)OCCCC[C@@H](C)O2 | 0.3
20 | C[C@H]1CN([C@@H](C)CO)C(=O)c2cccc(NC(=O)Nc3ccc4c(c3)OCO4)c2O[C@H]1CN(C)C(=O)NC1CCCCC1 | -0.1
21 | CO[C@@H]1CN(C)C(=O)c2cc(NS(=O)(=O)c3ccc(C)cc3)ccc2OC[C@H](C)NC[C@@H]1C | -0.1
22 | O=C(C[C@@H]1C=C[C@H](NC(=O)Nc2ccc(C(F)(F)F)cc2)[C@@H](CO)O1)NCCN1CCCC1 | 1.3
23 | CCS(=O)(=O)N1CCC2(CC1)CN(C(=O)Nc1cccc(F)c1)[C@@H](CO)c1c2c2ccc(OC)cc2n1C | -1.8
24 | COc1ccc(S(=O)(=O)Nc2ccc3c(c2)C(=O)N([C@H](C)CO)C[C@H](C)[C@H](CN(C)C(=O)Nc2ccc(C(F)(F)F)cc2)OCCCC[C@@H](C)O3)cc1 | -0.1
25 | CC(C)NC(=O)N(C)C[C@@H]1Oc2c(NC(=O)Nc3ccc(F)cc3)cccc2C(=O)N([C@@H](C)CO)C[C@@H]1C | 1.3
26 | C[C@@H]1CN([C@H](C)CO)C(=O)c2cc(NC(=O)Nc3cccc4ccccc34)ccc2O[C@@H](C)CCCCO[C@H]1CN(C)S(=O)(=O)c1ccc(F)cc1 | -0.2
27 | COc1ccc(-c2cccc(-c3nc(C(=O)NCC(F)(F)F)cc4c3[C@@H](CCO)N([S@](=O)C(C)(C)C)C4)c2)cc1 | 0.1
28 | C[C@@H]1CCCCO[C@@H](CN(C)C(=O)Nc2ccccc2)[C@H](C)CN([C@@H](C)CO)C(=O)c2cc(NC(=O)C3CCCCC3)ccc2O1 | -0.6
29 | CC=Cc1ccc2n(c1=O)C[C@@H]1[C@@H](CO)[C@H](C(=O)OC)N(CCc3ccccc3)[C@H]21 (mixture of isomers) | -0.3
30 | COCC#Cc1cnc2c(c1)C(=O)N([C@H](C)CO)C[C@H](C)[C@H](CN(C)C(=O)C1CCC1)O2 | -13
31 | CNC[C@@H]1Oc2ccc(NC(=O)Cc3cn(C)c4ccccc34)cc2CC(=O)N([C@H](C)CO)C[C@H]1C | 0.6
32 | COc1cccc(C#Cc2cnc3c(c2)C(=O)N([C@H](C)CO)C[C@@H](C)[C@@H](CN(C)C(=O)C2CC2)O3)c1 | 1.2
33 | Cc1ccc(S(=O)(=O)Nc2ccc3c(c2)CC(=O)N([C@@H](C)CO)C[C@@H](C)[C@@H](CN(C)CC2CC2)O3)cc1 | 0.6
34 | COc1ccccc1C#Cc1ccc([C@H]2[C@@H](CO)N3CCCCN(CCC(F)(F)F)C[C@@H]23)cc1 | 0.8
35 | CN1C(=O)c2cc(NC(=O)C3CC3)ccc2OC[C@@H]2O[C@@H](CC(=O)NCCc3ccncc3)CC[C@@H]21 | -1.4
36 | C[C@@H]1CCCCO[C@H](CN(C)C(=O)Nc2ccc(C(F)(F)F)cc2)[C@H](C)CN([C@H](C)CO)C(=O)c2cc(NC(=O)c3ccncc3)ccc2O1 | 0.6
37 | C[C@@H](NC(=O)C[C@@H]1C[C@@H]2c3cc(NC(=O)Nc4ccccc4F)ccc3O[C@@H]2[C@@H](CO)O1)c1ccccc1 | -0.3
38 | CN1[C@H](C(=O)Nc2ccccc2)[C@@H](CO)[C@@H]2Cn3c(ccc(-c4ccccc4)c3=O)[C@@H]21 | 0.0
39 | CCCNC(=O)N1C[C@H]2[C@@H](c3ccccc31)[C@@H](CO)N2Cc1ccccc1F | -0.1
40 | C[C@@H]1CN([C@H](C)CO)C(=O)c2cc(NC(=O)C3CCCCC3)ccc2O[C@@H]1CN(C)S(C)(=O)=O | -0.2
41 | COc1ccc(-c2ccc3n(c2=O)C[C@H]2[C@H](CO)[C@@H](C(=O)NCC4CC4)N(C(=O)NC(C)C)[C@@H]32)cc1 | 0.2
42 | COc1ccc(NC(=O)N(C)C[C@@H]2Oc3ccc(NC(=O)CCCCCC(=O)Nc4ccccc4N)cc3CC(=O)N([C@H](C)CO)C[C@@H]2C)cc1 | -0.4
43 | Cc1ccc(S(=O)(=O)N(C)C[C@@H]2Oc3ccc(NC(=O)Nc4cccc5ccccc45)cc3CC(=O)N([C@@H](C)CO)C[C@H]2C)cc1 | 0.2
44 | O=C(C[C@H]1CC[C@@H]2[C@H](COC[C@@H](O)CN2S(=O)(=O)c2ccccc2)O1)NCC1CCCCC1 | -1.9
45 | C[C@H](CO)N1C[C@H](C)[C@@H](CN(C)Cc2ccc(-c3ccccc3)cc2)Oc2ccc(NC(=O)Cc3cn(C)c4ccccc34)cc2C1=O | -1.1
46 | COc1ccc(CN(C)C[C@H]2OCCCC[C@@H](C)Oc3ccc(NC(=O)CCCN(C)C)cc3C(=O)N([C@@H](C)CO)C[C@H]2C)cc1 | -0.3
47 | Cc1cc(C(=O)Nc2ccc3c(c2)C(=O)N(C)[C@@H]2CC[C@H](CC(=O)NCc4ccc(-c5ccccc5)cc4)O[C@@H]2CO3)no1 | 0.1
48 | C[C@@H]1CN([C@@H](C)CO)C(=O)c2cccc(NS(=O)(=O)c3cn(C)cn3)c2O[C@@H]1CN(C)Cc1ccc(-c2ccccc2)cc1 | 0.2
49 | Cc1noc(C)c1NC(=O)Nc1ccc2c(c1)C(=O)N([C@@H](C)CO)C[C@@H](C)[C@H](CN(C)C(=O)NC1CCCCC1)OCCCC[C@@H](C)O2 | 1.4
50 | CCCC(=O)Nc1ccc2c(c1)C(=O)N(C)C[C@@H](OC)[C@@H](C)CN(C(=O)c1cccnc1)[C@H](C)CO2 | 0.4
51 | C[C@@H]1CN([C@H](C)CO)C(=O)c2cccc(NC(=O)Nc3ccc(F)cc3)c2O[C@@H]1CN(C)S(=O)(=O)c1ccc(Cl)cc1 | -1.0
52 | Cc1noc(C)c1S(=O)(=O)N(C)C[C@@H]1OCCCC[C@@H](C)Oc2ccc(NC(=O)NC3CCCCC3)cc2C(=O)N([C@H](C)CO)C[C@H]1C | 0.3
53 | C[C@H](CO)N1C[C@H](C)[C@@H](CN(C)S(C)(=O)=O)Oc2ccc(NS(=O)(=O)c3cn(C)cn3)cc2CC1=O | 0.1
54 | CC(C)NC(=O)Nc1ccc2c(c1)CC(=O)N([C@H](C)CO)C[C@H](C)[C@@H](CN(C)S(=O)(=O)c1ccccc1)O2 | -1.3
55 | C[C@H](CO)N1C[C@H](C)[C@H](CN(C)Cc2ccc(C(=O)Nc3ccccc3N)cc2)Oc2ccc(NC(=O)Cc3cn(C)c4ccccc34)cc2C1=O | 0.2
56 | C[C@@H]1CCCCO[C@@H](CN(C)Cc2ccc(C(=O)O)cc2)[C@H](C)CN([C@H](C)CO)C(=O)c2cc(NC(=O)Nc3ccc(C(F)(F)F)cc3)ccc2O1 | 0.9
57 | COc1ccccc1-c1cnc2c(c1)C(=O)N([C@H](C)CO)C[C@H](C)[C@@H](CN(C)Cc1ccc(C(=O)O)cc1)O2 | -1.2
58 | CCC(=O)Nc1ccc2c(c1)OC[C@H](C)N(Cc1nccs1)C[C@H](C)[C@@H](OC)CN(C)C2=O | -0.9
59 | C[C@@H]1CCCCO[C@@H](CN(C)C(=O)Cc2ccccc2)[C@@H](C)CN([C@@H](C)CO)C(=O)c2cc(NC(=O)Nc3ccc(C(F)(F)F)cc3)ccc2O1 | 0.4
60 | Cc1noc(C)c1S(=O)(=O)Nc1ccc2c(c1)CC(=O)N([C@H](C)CO)C[C@H](C)[C@H](CN(C)C(=O)NC(C)C)O2 | -0.1
61 | COc1ccc(NC(=O)N(C)C[C@H]2Oc3c(NS(C)(=O)=O)cccc3C(=O)N([C@@H](C)CO)C[C@H]2C)cc1 | -0.6
62 | C[C@H](CO)N1C[C@H](C)[C@H](CN(C)S(=O)(=O)c2cccc(F)c2)Oc2ncc(C#CC(C)(C)O)cc2C1=O | -4.4
63 | Cc1noc(C)c1S(=O)(=O)Nc1ccc2c(c1)CC(=O)N([C@@H](C)CO)C[C@H](C)[C@@H](CN(C)S(=O)(=O)c1ccc(Cl)cc1)O2 | 0.0
64 | CO[C@H]1CN(C)C(=O)c2ccc(NC(=O)CC(F)(F)F)cc2OC[C@H](C)N(C(=O)C2CC2)C[C@H]1C | -0.3
65 | O=S(=O)(NCC[C@@H]1CC[C@H](NS(=O)(=O)c2ccccc2Cl)[C@H](CO)O1)c1ccc(Cl)cc1 | 0.8
66 | CC(C)CC#Cc1cnc2c(c1)C(=O)N([C@@H](C)CO)C[C@H](C)[C@H](CN(C)C(=O)c1cnccn1)O2 | -0.2
67 | COC(=O)[C@H]1[C@H](CO)[C@H]2Cn3c(cccc3=O)[C@H]2N1CC1CCOCC1 | -1.9
68 | C[C@H](O)C#Cc1cnc2c(c1)C(=O)N([C@@H](C)CO)C[C@@H](C)[C@@H](CN(C)C(=O)Cc1ccccn1)O2 | -1.5
69 | O=C(C[C@@H]1CC[C@@H]2NC[C@H](O)COC[C@H]2O1)NC1Cc2ccccc2C1 | 0.3
70 | CO[C@H]1CN(C)C(=O)c2cc(NC(=O)CC(F)(F)F)ccc2OC[C@H](C)N(C(=O)C2CCCCC2)C[C@@H]1C | -0.4
71 | O=C(NCC[C@H]1CC[C@H](NS(=O)(=O)Cc2ccccc2)[C@H](CO)O1)C1CCCCC1 | -0.2
72 | Cc1noc(C)c1NC(=O)Nc1ccc2c(c1)C(=O)N([C@@H](C)CO)C[C@H](C)[C@@H](CN(C)S(=O)(=O)c1cn(C)cn1)O2 | -0.2
73 | CC(C)NC(=O)Nc1cccc2c1O[C@H](CN(C)C(=O)Nc1ccc3c(c1)OCO3)[C@H](C)CN([C@@H](C)CO)C2=O | -0.6
74 | O=C(C[C@H]1CC[C@@H]2[C@H](COC[C@@H](O)CN2S(=O)(=O)c2ccc(Cl)cc2)O1)NCc1ccc(Cl)c(Cl)c1 | -0.7
75 | C[C@H](CO)N1C[C@H](C)[C@H](CN(C)Cc2ccc(C(=O)Nc3ccccc3N)cc2)Oc2c(NC(=O)C3CCOCC3)cccc2C1=O | -1.5
